# TCR-CD3 inh: human TCR-CD3 binding inhibition. TAMRA-labeled TCR probe fluorescence, biochemical. inhibition, % at 9.4 µM. 360,000 compounds, 0.37% hits; in the data active means inhibition above about 19%;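 further: recombinant mutant TCR 2C K166C tagged with TAMRA read by polarization; 0% = receptor in buffer alone and 100% = receptor with positive control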
# ABHD4 inh: inhibits mouse alpha/beta hydrolase domain 4 | Q8VD66 | 370,000 compounds, 0.54% hits | inhibition, % at 8.92 µM | purified mABHD4, FP-Rh probe fluorescence polarization | AID 720543;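 active means inhibition exceeding the mean over every tested compound plus 3 SD, cut at about 30% in these data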;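 further: 0% = plate median of compound wells and 100% = S159A mutant with DMSO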
# Target sequence (Q8VD66 whole entry, looked up, the tested form may be a part): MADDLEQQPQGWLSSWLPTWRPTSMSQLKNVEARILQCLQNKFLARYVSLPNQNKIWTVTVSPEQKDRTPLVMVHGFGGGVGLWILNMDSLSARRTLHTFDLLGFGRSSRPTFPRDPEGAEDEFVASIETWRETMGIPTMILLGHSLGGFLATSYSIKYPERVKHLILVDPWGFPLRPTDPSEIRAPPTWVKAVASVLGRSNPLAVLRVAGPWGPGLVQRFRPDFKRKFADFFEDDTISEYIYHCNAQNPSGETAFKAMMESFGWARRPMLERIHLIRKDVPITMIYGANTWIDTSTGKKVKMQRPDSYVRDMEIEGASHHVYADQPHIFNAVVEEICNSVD
#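 Doses – 8.92 µM, single dose · Material – wild-type mouse ABHD4 protein · Replication – single well per compound (singlicate) · Measure – percent inhibition of probe binding, normalized to plate controls · Schedule – 45 min compound pre-incubation plus 60 min probe step, 25 °C · Detection – fluorescence polarization with parallel and perpendicular emission, 525/598 nm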
# MBD2 inh: blocks human MBD2 binding to methylated DNA; AID 686964; 370,000 compounds, 0.31% hits; TR-FRET, MBD2 binding to methylated oligonucleotide; Q9UBB5; inhibition, % at 4.4 µM; in the data active means inhibition above about 13%
# UHRF1 binding: blocks human UHRF1 binding to methylated DNA; UHRF1 binding to methylated oligo, TR-FRET; inhibition, % at 4.4 µM; 370,000 compounds, 0.75% hits; AID 687016; in the data active means inhibition above about 21%;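 further: UHRF1 SRA domain binding a hemimethylated CpG hairpin DNA probe; 0% = median of test compound wells and 100% = reference inhibitor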
# rCAG binder: molecules binding r(CAG) RNA repeats. 370,000 compounds, 1.3% hits. inhibition, % at 3 µM. r(CAG) RNA repeat, TO-PRO-1 dye displacement fluorescence;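 active means inhibition above the plate cutoff, the mean of all test compounds on that plate plus 3 SD, cut at about 35% in these data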;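 further: 0% = DMSO alone and 100% = 100 µM mitoxantrone as full dye displacement; higher means more dye released from RNA so lower well fluorescence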
# NR1D1 modulator: modulates human Rev-erb alpha binding to DNA; activity, % at 10 µM; 370,000 compounds, 0.79% hits; P20393; Rev-erbα–FITC-DNA binding, fluorescence polarization, 90 min; AID 1259318;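 active means activity above about 14%, limit read from the data; passing the limit was not always enough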;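 further: 0% = DMSO wells with 35 nM protein and 100% = DMSO wells with 750 nM protein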
# Target sequence (P20393 whole entry, looked up): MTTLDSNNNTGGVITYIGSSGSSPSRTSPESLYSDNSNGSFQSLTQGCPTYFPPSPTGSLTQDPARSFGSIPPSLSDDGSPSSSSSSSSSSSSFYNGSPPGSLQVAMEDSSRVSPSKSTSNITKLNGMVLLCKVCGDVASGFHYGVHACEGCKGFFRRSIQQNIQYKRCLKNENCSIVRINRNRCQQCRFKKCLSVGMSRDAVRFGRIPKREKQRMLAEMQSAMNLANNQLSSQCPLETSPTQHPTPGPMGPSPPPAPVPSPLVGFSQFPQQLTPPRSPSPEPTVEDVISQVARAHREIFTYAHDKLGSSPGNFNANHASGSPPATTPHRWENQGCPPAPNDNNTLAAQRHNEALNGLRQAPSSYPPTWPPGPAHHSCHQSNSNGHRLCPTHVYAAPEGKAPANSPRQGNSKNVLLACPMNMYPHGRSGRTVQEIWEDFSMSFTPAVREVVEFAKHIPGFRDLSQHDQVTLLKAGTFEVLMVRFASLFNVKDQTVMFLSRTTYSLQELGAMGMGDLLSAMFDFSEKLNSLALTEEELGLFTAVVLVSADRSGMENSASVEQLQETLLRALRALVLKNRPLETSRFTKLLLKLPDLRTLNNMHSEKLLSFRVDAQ
# LEDGF integ inh: blocks HIV-1 LEDGF/p75-dependent DNA integration | AID 743269 | TR-FRET IN-LEDGF/p75 DNA integration, Eu/Cy5 | 370,000 compounds, 0.64% hits | inhibition, % at 3.7 µM;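 active means inhibition above the screen-wide mean plus 3 SD, cut at about 13% in these data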;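 further: signal is the Cy5 over europium emission ratio at 671 and 618 nm; 0% = plate median of compound wells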
# HTRA1 inhibitor: blocks human HTRA1 serine peptidase. Q92743. recombinant HTRA1, FP-rhodamine activity-based probe, fluorescence polarization. inhibition, % at 5.96 µM. 340,000 compounds, 0.5% hits. AID 504803; in the data active means inhibition above about 36%;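 further: 0% = enzyme with DMSO and 100% = wells lacking enzyme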
# PRMT1 FP inh: blocks human protein arginine methyltransferase 1; Q99873; recombinant PRMT1, activity-based probe fluorescence polarization; inhibition, % at 2.79 µM; 370,000 compounds, 1.3% hits;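 active means inhibition above about 21% made by adding two undisclosed values, limit read from the data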
# PG9 binder: binds the HIV-1 gp120 antibody PG9; 360,000 compounds, 0.43% hits; inhibition, % at 6.7 µM; TR-FRET gp120-PG9 antibody binding; in the data active means inhibition above about 8.5%
# Numbers without * were called inactive; / = not tested or not shown. Only part of the results is shown, so the mix of outcomes need not match the whole.
SMILES,TCR-CD3 inh,ABHD4 inh,MBD2 inh,UHRF1 binding,rCAG binder,NR1D1 modulator,LEDGF integ inh,HTRA1 inhibitor,PRMT1 FP inh,PG9 binder
COc1ccccc1OCCCCN1CCC(C)CC1,2,6,4,0,-1,-2,0,-1,0,-1.2
CCc1ccc(-c2cc(C)no2)cc1S(=O)(=O)N1CCN(c2ccccc2)CC1,5,-5,0,-2,7,4,1,-12,1,1.3
O=C(NCc1cccc(F)c1)c1cccc2c1C(=O)c1ccc(N3CCOCC3)cc1S2(=O)=O,5,1,0,1,1,118*,2,-10,0,-2.5
COc1cc(C2C(C(=O)Nc3ccccc3OC)=C(C)Nc3ncnn32)ccc1O (stereo not drawn),-1,0,0,-1,3,-1,4,11,-10,-1.9
Cc1csc(=O)n1CC(=O)OCC(=O)Nc1cc(S(=O)(=O)N2CCOCC2)ccc1Cl,-4,6,-5,2,-3,0,1,4,6,-0.1
O=C1C2C(C(=O)N1/N=C/c1ccc([N+](=O)[O-])o1)C1C=CC2C12CC2 (stereo not drawn),9,5,-7,-5,3,6,1,2,0,-0.4
COc1cc(C(C(=O)NC2CCCCC2)N(C(=O)Cc2c[nH]c3ccccc23)c2ccccc2C)cc(OC)c1OC (stereo not drawn),0,5,-3,0,0,-5,-1,-5,-1,-3.4
Nc1nc(C2CC(=O)OC23CCCCC3)cs1 (stereo not drawn),0,-4,-4,-4,0,-3,3,-1,-2,-0.5
N#C/C(=C(/O)Cc1ccccc1)P(=O)(c1ccccc1)c1ccccc1,-3,2,2,-1,6,-5,0,-1,-1,1.3
O=c1c2cccnc2n(-c2ccccc2)n1Cc1c(Cl)cccc1Cl,-4,-1,-4,0,-2,-3,1,-7,0,-1.2
CCOc1ccc(-n2c(C)cc(/C=N/N(C)C)c2C)cc1,6,7,-2,-2,4,0,0,17,-2,0.2
COc1ccc(CCn2c(SCC(=O)Nc3cc(C)on3)nc3ccccc3c2=O)cc1OC,-3,5,-1,-1,0,-3,2,-2,-3,0.2
CN(C(=O)c1ccc(NC(=O)Cc2cccc(NC(=O)C3CCCN(C(=O)C4CC4)C3)c2)cc1)C1CCCC1 (stereo not drawn),0,1,-5,1,0,3,-1,-3,0,-0.9
CCOC(=O)c1[nH]cnc1C(=O)Nc1cccc(OC)c1,3,-1,-3,-1,3,-2,-1,9,-5,-1.8
COCCN(CC1CCCN(C2Cc3ccccc3C2)C1)C(=O)CCSC (stereo not drawn),4,3,3,-3,-3,-5,2,4,-2,-0.1
Cc1nn(-c2ccccc2)c(C)c1/C=N/n1c(-c2ccc(Cl)cc2)n[nH]c1=S,3,-1,-1,-3,1,-7,0,6,0,-0.3
Cc1cc(C(=O)Cn2nc(C(=O)O)c3ccccc3c2=O)c(C)n1-c1ccc(F)cc1,7,0,1,1,6,7,3,-21,2,-0.8
C=CCOc1ccc2c(c1)c(=O)cc(C(=O)O)n2CC,-9,8,-1,1,-3,11,-5,7,-1,-0.3
Fc1ccc(-c2csc(NC3=NCCC3)n2)cc1,4,-5,-7,-4,-1,5,-1,5,-1,0.1
COc1ccc(NC(=O)CO/N=C/C(=O)Nc2ccccc2C)c([N+](=O)[O-])c1,-3,6,-3,-7,17,4,-5,-13,3,0.1
O=Cc1c(-c2ccc(Cl)cc2)oc2ccc(O)cc12,-7,13,0,4,9,5,-2,/,8,1.5
O=C(Cc1ccc([N+](=O)[O-])cc1)Nc1ccc(Cl)cc1,4,-4,-3,2,8,2,-6,-6,3,1.2
CN(CC(=O)Nc1cccc(F)c1)C(=O)c1cc(S(=O)(=O)N2CCN(c3ccccc3)CC2)ccc1Cl,-2,-1,0,1,12,1,-4,-46,-2,-0.6
COc1cccc2c1OCC/C2=N\NC(=O)C(C)Oc1ccc([N+](=O)[O-])cc1 (stereo not drawn),4,-2,0,5,-1,2,-3,2,2,-1.1
CC(C)C[C@H](NC(=O)c1ccccn1)C(=O)N1CCC[C@H]1C(=O)NCc1ccccc1,-1,-14,-5,-3,-1,-3,5,/,-4,0.4

# Carrying on:
SMILES,TCR-CD3 inh,ABHD4 inh,MBD2 inh,UHRF1 binding,rCAG binder,NR1D1 modulator,LEDGF integ inh,HTRA1 inhibitor,PRMT1 FP inh,PG9 binder
COC(=O)C1=C(C)N(Cc2ccc(F)cc2)C(=S)NC1c1ccccc1 (stereo not drawn),-1,-3,0,1,3,1,-1,/,3,-2.0
Cc1cccc(C(=O)Nc2ccc3c(c2)nc(C)n3C)c1,-7,-3,5,4,0,0,2,11,0,0.8
Cc1c(C(=O)N2CC3(CC(c4cccc(NC(=O)CC(c5ccccc5)c5ccccc5)c4)=NO3)C[C@@H]2C(N)=O)cc([N+](=O)[O-])cc1[N+](=O)[O-] (stereo partly drawn),2,-46,3,-3,27,-7,-2,-33,0,-0.8
COc1cccc2c(O)c(-c3ccccc3)c(=O)[nH]c12,3,3,-2,-1,-2,8,4,/,-2,-0.7
CCNC(=O)Oc1ccc[nH]c1=O,-1,7,0,-5,0,-4,-3,0,0,-1.6
CC1CCc2nc(NC(=O)CCSc3ccccc3)sc2C1 (stereo not drawn),-8,3,2,3,-1,2,0,2,8,1.4
O=C(O)CC1S/C(=N\N=C2CCCCCC2)N(c2ccccc2)C1=O (stereo not drawn),-1,0,-2,-3,4,-1,3,-3,-3,1.3
COCCCN1C2=C(C(=O)CC(C)(C)C2)C(c2ccc(OC)c(OC)c2)C2=C1CC(C)(C)CC2=O,-12,-3,2,4,-4,1,4,2,1,0.4
CCOc1ccc(NC(=O)CSc2nnc(-c3ccoc3C)n2CC2CCCO2)cc1 (stereo not drawn),1,6,-6,-2,0,-2,0,2,2,-0.2
CN(CC(=O)C(C(N)=O)c1ccccc1)c1ccccc1 (stereo not drawn),1,6,-9,-4,4,-2,4,1,-2,-4.7
Cc1ccc(NC(=O)CN(C)C(=O)c2ccc(Sc3nncn3C)c([N+](=O)[O-])c2)cc1,-4,0,5,0,1,1,1,6,-3,-2.4
O=C(OCc1ccc([N+](=O)[O-])cc1)c1cc2ccccc2oc1=O,-3,-2,4,6,-1,2,-3,-2,-1,-0.5
O=C(CSc1nnc(-c2ccco2)o1)NC1CCCCC1,5,5,-2,0,-3,/,0,1,-3,-0.3
CCc1nnc(NS(=O)(=O)c2ccc(NC(=O)c3ccc(C#N)cc3)cc2)s1,2,-2,2,0,36*,-5,2,-4,0,-1.4
O=c1cc(CSc2nc3cc(Cl)ccc3o2)nc2sccn12,-9,-7,3,-1,0,-2,-2,8,2,1.6
CCOC(=O)C1=C(c2ccccc2)NC(=S)NC1c1ccc(Cl)cc1 (stereo not drawn),-1,-6,-3,-2,-3,5,0,-9,0,1.1
Fc1cccc(-c2cc3nc4c(c(NCc5ccco5)n3n2)CCCC4)c1,0,4,1,-2,2,/,-3,-40,0,-1.1
CCN(CC(=O)NCc1ccc(F)cc1)Cc1nc2ccccc2c(=O)[nH]1,-7,2,2,0,0,-3,-3,-5,3,0.5
CN1C(=O)c2ccc(NC(=O)c3c(C(=O)O)cccc3[N+](=O)[O-])cc2C1=O,6,-2,-3,0,4,-4,-9,0,10,0.8
Cn1c(SCC(=O)NCc2cccs2)nnc1-c1ccc(S(=O)(=O)N2CCCC2)cc1,2,3,-4,-1,-2,-3,-1,3,-2,-0.6
COC(=O)c1nc(-c2ccccc2)oc1N(C)C,3,7,-3,0,-3,-3,0,5,3,1.6
C[C@H]1CN([C@@H](C)CO)C(=O)CCCn2nncc2CO[C@H]1CN(C)C(=O)C1CC1,-1,3,2,15,2,4,1,4,-2,2.6
O=[N+]([O-])c1ccc(N2CCN(S(=O)(=O)c3ccccc3)CC2)cc1NCC1CCCO1 (stereo not drawn),-2,1,-7,-2,1,1,5,4,-3,-1.8
CSCC[C@H](NC(=O)c1ccc2ccccc2c1)C(=O)N1CCC2(CC1)NCCc1[nH]cnc12,-2,-2,-4,-4,-2,3,1,0,-5,1.2
COc1ccc(NC(=S)NC(=O)c2ccccc2)cn1,-3,4,-1,0,-1,2,3,-4,-1,0.1
COc1ccc(CC(=O)Oc2ccc(Br)cc2F)cc1S(=O)(=O)N1CCOCC1,0,-1,-2,0,-4,-2,1,-3,-9,-1.6
CCCc1cc(=O)[nH]c(SCC(=O)NC2CC2)n1,-2,1,6,14,0,-3,1,1,1,-0.1
CC12CCC(c3c1nc1ccccc1[n+]3[O-])C2(C)C (stereo not drawn),3,-15,-1,-7,0,-3,3,11,0,-2.6
CS(=O)(=O)Nc1ccc(C(=O)Nc2ccccc2C(=O)NCc2ccco2)cc1,1,0,-2,-1,5,7,6,0,1,1.1

# Already shown: entries from further up.
SMILES,TCR-CD3 inh,ABHD4 inh,MBD2 inh,UHRF1 binding,rCAG binder,NR1D1 modulator,LEDGF integ inh,HTRA1 inhibitor,PRMT1 FP inh,PG9 binder
CN(CC(=O)C(C(N)=O)c1ccccc1)c1ccccc1 (stereo not drawn),1,6,-9,-4,4,-2,4,1,-2,-4.7
Cc1ccc(NC(=O)CN(C)C(=O)c2ccc(Sc3nncn3C)c([N+](=O)[O-])c2)cc1,-4,0,5,0,1,1,1,6,-3,-2.4
O=C(OCc1ccc([N+](=O)[O-])cc1)c1cc2ccccc2oc1=O,-3,-2,4,6,-1,2,-3,-2,-1,-0.5
O=C(CSc1nnc(-c2ccco2)o1)NC1CCCCC1,5,5,-2,0,-3,/,0,1,-3,-0.3
CCc1nnc(NS(=O)(=O)c2ccc(NC(=O)c3ccc(C#N)cc3)cc2)s1,2,-2,2,0,36*,-5,2,-4,0,-1.4
O=c1cc(CSc2nc3cc(Cl)ccc3o2)nc2sccn12,-9,-7,3,-1,0,-2,-2,8,2,1.6
CCOC(=O)C1=C(c2ccccc2)NC(=S)NC1c1ccc(Cl)cc1 (stereo not drawn),-1,-6,-3,-2,-3,5,0,-9,0,1.1
Fc1cccc(-c2cc3nc4c(c(NCc5ccco5)n3n2)CCCC4)c1,0,4,1,-2,2,/,-3,-40,0,-1.1
CCN(CC(=O)NCc1ccc(F)cc1)Cc1nc2ccccc2c(=O)[nH]1,-7,2,2,0,0,-3,-3,-5,3,0.5
CN1C(=O)c2ccc(NC(=O)c3c(C(=O)O)cccc3[N+](=O)[O-])cc2C1=O,6,-2,-3,0,4,-4,-9,0,10,0.8
Cn1c(SCC(=O)NCc2cccs2)nnc1-c1ccc(S(=O)(=O)N2CCCC2)cc1,2,3,-4,-1,-2,-3,-1,3,-2,-0.6
COC(=O)c1nc(-c2ccccc2)oc1N(C)C,3,7,-3,0,-3,-3,0,5,3,1.6
C[C@H]1CN([C@@H](C)CO)C(=O)CCCn2nncc2CO[C@H]1CN(C)C(=O)C1CC1,-1,3,2,15,2,4,1,4,-2,2.6

# Source: PubChem (several laboratories)
